S1P3 antag: S1P3 receptor antagonists, primary screen, cell-based. CHO S1P3 NFAT-BLA reporter, FRET fluorescence, antagonist mode. 170,000 tested, 0.27% active. AID 485, 2006. Sphingosine 1-phosphate receptor 3 (Homo sapiens), Q99500. inhibition, % at 4.98 µM;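 active = inhibition above the plate cutoff, the mean inhibition of test wells on that plate plus 3 SD, cut at about 28% in these data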;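 note: cells challenged with S1P at its EC80 of 0.8 µM; blue over green emission ratio from cleaved BLA substrate after 4 h stimulation; 0% = S1P-stimulated wells and 100% = unstimulated DMSO-only wells; some compounds past the cut are filed as inactive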
PPARg SRC1 recr: PPARgamma agonists recruiting SRC-1 coactivator, primary screen, biochemical; 200,000 tested, 0.41% active; PPARgamma-SRC-1 coactivator recruitment biochemical assay; Peroxisome proliferator-activated receptor gamma (Homo sapiens), P37231; AID 631, 2007; activation, % at 8 µM; in the data active = activation above about 19%;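 note: 0% = DMSO and 100% = reference agonist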
Target sequence (P37231 whole entry, looked up): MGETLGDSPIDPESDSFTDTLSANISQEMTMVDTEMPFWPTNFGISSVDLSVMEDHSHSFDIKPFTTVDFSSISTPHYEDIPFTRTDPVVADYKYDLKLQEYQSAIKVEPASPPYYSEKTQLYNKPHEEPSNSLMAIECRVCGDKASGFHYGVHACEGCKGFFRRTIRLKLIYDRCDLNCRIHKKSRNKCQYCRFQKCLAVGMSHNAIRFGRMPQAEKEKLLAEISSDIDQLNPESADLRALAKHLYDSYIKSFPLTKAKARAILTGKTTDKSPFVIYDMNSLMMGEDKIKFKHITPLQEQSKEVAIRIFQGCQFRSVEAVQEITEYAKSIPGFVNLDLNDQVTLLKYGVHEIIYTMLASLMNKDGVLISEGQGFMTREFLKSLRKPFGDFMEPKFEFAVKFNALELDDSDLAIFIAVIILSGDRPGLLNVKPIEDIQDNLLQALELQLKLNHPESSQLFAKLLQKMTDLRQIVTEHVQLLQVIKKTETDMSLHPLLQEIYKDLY
ROMK mod: ROMK potassium channel modulators, primary screen, cell-based, thallium flux, MLSMR library; ATP-sensitive inward rectifier potassium channel 1 (Homo sapiens), P48048; Tet-inducible ROMK, thallium flux fluorescence; actives lie on both sides; B-score at 10 µM; 130,000 tested, 2% active; AID 1918, 2009;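 active = signal ratio slope over the read window, or its plate-corrected B-score, at least 3 SD from the plate mean, either direction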;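 note: B-score of the F/F0 ratio slope over 7 to 12 s after thallium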
Target sequence (P48048 whole entry, looked up): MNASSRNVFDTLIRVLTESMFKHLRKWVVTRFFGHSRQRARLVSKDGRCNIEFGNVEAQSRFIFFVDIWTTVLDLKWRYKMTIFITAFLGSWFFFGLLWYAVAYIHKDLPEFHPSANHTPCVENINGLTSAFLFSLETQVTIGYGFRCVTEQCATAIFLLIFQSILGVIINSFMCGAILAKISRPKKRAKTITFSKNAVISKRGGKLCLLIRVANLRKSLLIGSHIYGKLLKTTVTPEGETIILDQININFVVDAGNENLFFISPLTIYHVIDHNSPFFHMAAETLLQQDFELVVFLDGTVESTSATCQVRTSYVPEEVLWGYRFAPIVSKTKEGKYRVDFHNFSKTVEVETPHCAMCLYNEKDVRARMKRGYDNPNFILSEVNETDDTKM
HMGR II inh: inhibitors of E. faecalis class II HMGR, primary screen, biochemical, Enterococcus faecalis. HMG-CoA reductase (Enterococcus faecalis, mvaE). purified E. faecalis HMGR, NADPH absorbance 340 nm kinetic. inhibition, % at 10 µM. 190,000 tested, 0.41% active;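 active = inhibition above a set limit, the median over all tested compounds plus 3 SD, cut at about 9.5% in these data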;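 note: enzyme runs in reverse so mevalonate oxidation gives rising NADPH absorbance; 0% = complete reaction with DMSO and 100% = background rate lacking mevalonate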
bIAP inh: bovine intestinal alkaline phosphatase inhibitors, primary screen, selectivity assay for TNAP inhibitor project, biochemical, bovine IAP, CDP-star luminescence | alkaline phosphatase, intestinal [Bos taurus] | 190,000 tested, under 10 active | AID 1019, 2008 | inhibition, % at 20 µM | purified bovine IAP, 30 min;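 active = over 50% inhibition of intestinal alkaline phosphatase at 20 µM in the single-dose screen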
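Assay system – bovine IAP enzyme · Quantity – bovine IAP at 1/65,000,000 final dilution · Detection – CDP-star luminescence signal · Times – 30 min reaction at room temperature · Also added – CDP-star substrate at 30 µM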
PPARg SRC-3 ag: PPARgamma agonists recruiting SRC-3 coactivator, primary screen, biochemical; Peroxisome proliferator-activated receptor gamma (Homo sapiens), P37231; biochemical PPARgamma/SRC-3 coactivator recruitment assay; activation, % at 8 µM; 200,000 tested, 0.26% active; AID 731, 2007; in the data active = activation above about 23%;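 note: 0% = DMSO and 100% = reference agonist; some compounds past the cut are filed as inactive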
L major viab: Leishmania major promastigote growth inhibition, primary screen. 200,000 tested, 9% active. AID 1063, 2008. Leishmania major promastigotes, resazurin fluorescence viability. inhibition, % at 10 µM; in the data active = inhibition above about 50%;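 note: promastigotes grown with compound for 44 hours at 28 °C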
SRC2 TRFRET art: TR-FRET signal artefacts, primary screen, artefact control for PPARgamma SRC-2 agonist project, biochemical; TR-FRET artefact counter-screen; stronger effect = higher value; TR-FRET ratio at 8 µM; AID 1049, 2008; 200,000 tested, 0.4% active; in the data active = TR-FRET ratio above about 2000; note: inactives centre near 1500
Redox H2O2 prof: compounds producing H2O2 with reducing agent – biochemical, NIH compound library profiling, artefact control for MLSCN library redox annotation, primary screen. 200,000 tested, 0.03% active. activation, % at 10 µM. DTT-dependent redox cycling H2O2, phenol red/HRP absorbance; 100% = 100 µM peroxide control, 0% = buffer;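 active = activation of at least 50% relative to the plate's high and low controls in the primary single-dose screen; inactive = activation below 50%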;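 note: compound incubated with DTT at 0.8 mM final as the reducing agent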
RAM inhibit: inhibitors of the yeast RAM network, primary screen, dse1pr::URA3 reporter, 5-FOA selection; S. cerevisiae dse1pr::URA3 reporter, 5-FOA growth OD615, 2 d; analog-sensitive cbk1-as2 kinase mutant strain; inhibition, % at 50 µM; 190,000 tested, 1.8% active; AID 868, 2007;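 active = inhibition above a set limit, 3 SD over mean compound inhibition, cut at about 8.4% in these data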;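 note: 0% = DMSO-only wells with no growth and 100% = 10 µM 1-NA-PP1 full growth; inhibition rescues growth on 5-FOA so higher OD means more RAM inhibition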
PPARg SRC2 recr: agonists of PPARg-SRC-2 recruitment, primary screen, biochemical, HTS | activation, % at 8 µM | 200,000 tested, 0.34% active | PPARgamma LBD-SRC-2 recruitment | AID 1032, 2008; in the data active = activation above about 22%;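 note: 0% = vehicle and 100% = reference agonist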
* hit, by the source's call; . = not tested or not shown. This is a random part of the collection (roughly 13% active in at least one column).

SMILES	S1P3 antag	PPARg SRC1 recr	ROMK mod	HMGR II inh	bIAP inh	PPARg SRC-3 ag	L major viab	SRC2 TRFRET art	Redox H2O2 prof	RAM inhibit	PPARg SRC2 recr
Clc1ccc(C[n+]2cc(-c3ccccc3)n3c2CCCCC3)c(Cl)c1	13	4	.	-5	-39	3	100*	1567	-0.4	0.2	13
O=C(COn1nnc2ccc(C(F)(F)F)cc21)Nc1c(Cl)cccc1Cl	17	-2	-0.54	-2	15	1	-5	1538	-0.4	4.7	11
Cn1cc(C(=O)NC2CCCCCC2)c(=O)c2cc(S(=O)(=O)N3CCCC3)ccc21	-18	-2	-0.0074	-1	1	-1	34	1651	-0.4	5.0	9
COc1ccccc1-c1nnc(NC(=O)CSc2nncn2C)s1	-3	8	-1.3	0	-2	7	-3	1726	-1.1	3.8	0
O=C(NCc1ccc2c(c1)OCO2)c1ccc(S(=O)(=O)NCC2CCCO2)cc1 (stereo not drawn)	-6	6	.	-6	-2	6	-5	1480	-0.2	2.4	13
CCS(=O)(=O)NCCc1ccc(OC)c(OC)c1	-16	2	.	-6	4	2	-6	1646	0.8	3.3	8
COc1ccccc1N1CC(C(=O)OC(C)C(=O)N2CCCc3ccccc32)CC1=O (stereo not drawn)	-18	1	0.4	0	-6	12	1	1618	3.4	0.6	-4
C=CCOC(=O)C1=C(C)NC(SCC(=O)N(CC)CC)=C(C#N)C1c1ccccc1 (stereo not drawn)	.	1	-0.5	-3	3	2	13	1590	0.1	8.0	7
CCOc1ccc(Cn2c(O)cc(=O)[nH]c2=O)cc1	.	-2	0.23	-1	-10	-5	-3	1460	1.0	-0.3	-6
Cc1cc(N)ccc1NC(=O)c1ccccc1	-21	-1	0.23	-7	-3	1	-1	1530	-0.5	0.4	-1
Cc1cccc(NC2=NC3(CCCCC3)N=C(N)N2)c1	-5	6	0.31	.	.	14	6	1660	0.2	.	5
Cc1c(Br)c([N+](=O)[O-])nn1CC(=O)Nc1nccs1	-7	1	0.21	-8	0	-2	16	1488	-1.0	1.0	-4
O=C(CCCCCn1c(=S)[nH]c2cc3c(cc2c1=O)OCO3)N1CCN(C2CCCCC2)CC1	.	5	-1.2	-2	-2	-3	22	1781	-2.5	1.5	-4
CCCNS(=O)(=O)c1ccc(CCC(=O)NCc2ccc3c(c2)OCO3)cc1	-24	-2	.	0	12	-12	-2	1591	2.0	0.1	3
COc1ccc(C(=O)OC(C(=O)c2ccc(C)cc2)c2ccccc2)cc1 (stereo not drawn)	.	0	.	-5	6	5	3	1584	-5.1	5.7	7
CCOC(=O)c1sc(/N=C/c2c(C)[nH]n(-c3ccccc3)c2=O)c(C#N)c1C	.	-2	-0.98	-7	4	4	-3	1611	0.3	0.1	6
CCc1c(C)nc2ncnn2c1N1CCCC(C(=O)NCc2ccc3c(c2)OCO3)C1 (stereo not drawn)	-14	-5	.	-1	11	-1	-5	1233	-0.1	0.1	0
CC(C)OC(=O)CSc1nc2ncc(Cl)cc2[nH]1	-5	-3	.	2	8	8	-5	1622	0.6	1.2	8
Nc1c(-c2ccsc2)cnc2ncnn12	-5	10	0.85	3	-27	5	-8	1588	-1.1	2.3	5
O=C(Nc1ccccc1)Nc1nccs1	.	-2	.	4	6	-4	-1	1476	1.6	1.9	-4
COCCCNC(=O)CN1C(=O)c2ccccc2C1=O	12	-8	-0.0079	-4	7	-10	-1	1455	2.8	2.3	-5
Cc1ccc(NC(=O)Cn2cnc3c(nnn3Cc3ccc(F)cc3)c2=O)cc1	-23	3	-0.087	-2	4	6	-8	1472	-0.9	-0.2	5
COc1cccc(CN(CC2CCCO2)S(=O)(=O)c2ccc(S(=O)(=O)NCC3CCCO3)cc2)c1OC (stereo not drawn)	.	2	-0.064	-4	-13	-3	0	1599	2.3	-0.4	9
CCCCN(CCCC)CCNC(=O)c1ccc2nc(-c3ccccc3NC(C)=O)c(=O)[nH]c2c1	14	-1	1.5	-1	12	6	-8	1724	-0.3	1.4	9
O=S(=O)(NCCN1CCCC1)c1cccc2cccnc12	-24	1	.	5	-2	-1	10	1266	-1.0	3.7	7
CCN1C(=O)/C(=C/c2cc(C)n(C)c2C)SC1=Nc1ccc(OC)cc1	.	-5	0.65	-3	14	-10	2	1475	0.3	4.1	0
Nc1nc(SCc2ccccc2)ns1	-6	-3	.	2	16	6	-2	1476	2.6	2.4	6
COc1ccccc1/C=C/C=N\N1CCN(Cc2ccccc2Cl)CC1	0	1	.	-5	5	0	65*	1497	0.2	0.4	-3
COc1ccc(OCCSc2nnc(CCNC(=O)c3ccc(OC)cc3)n2C)cc1	.	-4	.	2	-2	0	2	1741	1.3	1.6	10
CCc1ccc(S(=O)(=O)NCc2cn3ccccc3n2)s1	-24	0	.	9	-11	-7	-2	1676	0.4	0.9	5
COc1cc(CC(=O)OCC(=O)Nc2ccc([N+](=O)[O-])cc2)cc(OC)c1OC	-21	8	0.47	1	5	2	6	1817	-0.2	3.3	7
Cc1cc(NS(=O)(=O)c2ccc(NC(=O)c3cc(-c4ccccc4Cl)nc4ccccc34)cc2)no1	-3	1	.	-2	5	-1	60*	1751	-0.4	6.5	1
COc1ccc(NC(=O)C(=O)NCCN2CCN(C(=O)C(c3ccccc3)c3ccccc3)CC2)cc1	.	2	.	-2	0	-16	2	1591	1.2	1.8	4
Cc1csc2nc(CNC(=O)CCC(=O)O)cn12	-34	6	.	-1	9	8	-8	1596	0.3	3.4	2
CN=C1SC(CC(=O)Nc2cccc(C(F)(F)F)c2)C(=O)N1C (stereo not drawn)	17	2	.	-1	10	8	-12	1468	0.4	.	6
CC(=O)O/N=C(/c1nonc1N)N(C)C	-7	-6	0.4	-3	-1	0	-3	1445	-0.1	0.0	-10
NS(=O)(=O)c1cccc(NC(=O)COc2ncnc3c2cnn3-c2ccccc2)c1	-4	-1	1.3	0	-12	2	0	1397	-0.3	0.7	4
Cc1ccc(NC(=O)CCN2C(=O)c3ccncc3C2=O)cc1	-1	4	.	-4	5	3	-7	1637	1.5	1.6	-1
CC/C(=N\NC(=O)c1ccc2c(c1)OCO2)C12CC3CC(CC(C3)C1)C2	.	0	0.49	4	10	10	99*	1620	0.2	2.8	3
O=C(NCc1ccc(F)cc1)c1nc(-c2cccs2)no1	-12	-2	0.073	7	13	2	-5	1629	0.0	8.5*	11
CC(C)(C)NC(=O)NC(=O)COC(=O)c1ccco1	.	6	.	-5	9	-1	-2	1679	-1.2	0.0	4
Nc1ccc(C(=O)OCc2ccncc2)cc1[N+](=O)[O-]	8	5	0.0091	-6	-3	1	-6	1539	0.0	1.4	1
O=C(Cn1cc([N+](=O)[O-])cn1)NCCc1c[nH]c2ccccc12	-4	2	0.12	-1	-9	4	11	1678	-0.1	1.3	3
Cc1cccc(CN2C(=O)N/C(=C/c3cc(C)n(-c4ccccn4)c3C)C2=O)c1	.	-2	0.29	-7	7	-6	17	1430	-0.8	6.0	2
Cc1ccc(NC(=S)N2CCC(c3nc4ccccc4s3)CC2)cc1C	.	-2	.	-2	8	6	-6	1570	-7.0	2.4	6
N#Cc1ccc2ccn(CC(=O)NC3CCCCCC3)c2c1	8	2	0.2	-6	5	-1	-1	1519	-0.6	0.4	-6
O=S(=O)(NCc1ccco1)c1cccc(S(=O)(=O)N2CCOCC2)c1	-33	-2	.	-2	7	10	-2	1519	-2.3	1.6	0
COc1ccc(S(=O)(=O)N(CC(=O)N2CCCC2)Cc2ccccc2)cc1	-8	9	0.47	-1	-3	7	4	1461	2.2	4.7	-2
COc1cccc(OCC(=O)N(Cc2nc(-c3ccc(Cl)cc3)no2)C(C)C)c1	-17	0	.	0	13	9	1	1593	-0.3	10*	9
O=C(N/N=C/c1ccccn1)c1cc(-c2ccc(Cl)cc2)nc2ccccc12	-1	1	0.9	3	-11	-1	98*	1735	1.1	0.5	-1
COc1ccc(CC(=O)Nc2nc(-c3cccc([N+](=O)[O-])c3)cs2)cc1	-13	-4	-0.47	4	-1	3	62*	1614	.	3.1	3
Cc1cc(C(=O)COC(=O)C(C)NC(N)=O)c(C)n1Cc1ccco1 (stereo not drawn)	-3	0	0.25	-1	9	-3	0	1418	-1.8	1.5	-1
CCC(Sc1nc2c(c(=O)n1CC)SC(C)C2)C(=O)OC (stereo not drawn)	.	4	.	-10	11	17	2	1637	-3.2	1.7	-1
COc1ccc(OC)c(/C=C/c2c([N+](=O)[O-])c(=O)n(C)c(=O)n2C)c1	6	13	0.045	6	1	5	47	1910	0.8	3.4	-1
CCC(C)N(CC(=O)NCc1ccc(OC)cc1)C(=O)c1csnn1 (stereo not drawn)	-26	0	.	-2	10	-1	-3	1521	1.0	1.4	0
COc1cc2cc(C(c3nnnn3C3CCCC3)N3CCc4ccccc43)c(=O)[nH]c2cc1OC (stereo not drawn)	0	5	-0.0064	-2	3	18	-4	1464	0.0	1.1	-6
Cc1ccc(S(=O)(=O)N(c2ccccc2)C2CCS(=O)(=O)C2)cc1 (stereo not drawn)	-14	3	0.22	-1	5	-3	-5	1420	2.3	3.3	7
Cn1cnc([N+](=O)[O-])c1Oc1ccccc1	1	0	0.031	-1	27	1	24	1581	0.3	2.2	0
CCCCNC(=S)NNC(=O)c1cccnc1	.	2	.	-2	5	3	-6	1543	0.7	-1.0	-2
CCOc1cc(/C=N/O)ccc1OCc1ccc(C)cc1	6	7	-0.55	-4	6	0	61*	1693	0.3	0.5	-1
COCCNC(=O)c1cnn2c(C(F)(F)F)cc(-c3ccc(C)cc3)nc12	7	-6	0.012	8	-6	-1	-1	1284	0.2	0.5	-4
CC(C)C(=O)Nc1ccc(C(=O)NN2C(=O)c3ccccc3C2=O)cc1	-6	-1	.	-3	8	-2	41	1519	0.1	0.0	-7
